# Bioassay records (PubChem BioAssay)
# ADAM10 inh – ADAM10 inhibition, QFRET primary screen. O14672. recombinant ADAM10, EDANS/DABCYL FRET peptide cleavage, 3 h. inhibition, % at 7 µM. actives 0.62% (n = 370,000). AID 720582;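 active = inhibition above a per-campaign cutoff equal to the mean of compounds falling between control-based bounds plus 3 SD, cut at about 20% in these data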;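 note: 0% = DMSO wells while the 100% control is not disclosed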
# Target sequence (O14672 214-748 limits assumed): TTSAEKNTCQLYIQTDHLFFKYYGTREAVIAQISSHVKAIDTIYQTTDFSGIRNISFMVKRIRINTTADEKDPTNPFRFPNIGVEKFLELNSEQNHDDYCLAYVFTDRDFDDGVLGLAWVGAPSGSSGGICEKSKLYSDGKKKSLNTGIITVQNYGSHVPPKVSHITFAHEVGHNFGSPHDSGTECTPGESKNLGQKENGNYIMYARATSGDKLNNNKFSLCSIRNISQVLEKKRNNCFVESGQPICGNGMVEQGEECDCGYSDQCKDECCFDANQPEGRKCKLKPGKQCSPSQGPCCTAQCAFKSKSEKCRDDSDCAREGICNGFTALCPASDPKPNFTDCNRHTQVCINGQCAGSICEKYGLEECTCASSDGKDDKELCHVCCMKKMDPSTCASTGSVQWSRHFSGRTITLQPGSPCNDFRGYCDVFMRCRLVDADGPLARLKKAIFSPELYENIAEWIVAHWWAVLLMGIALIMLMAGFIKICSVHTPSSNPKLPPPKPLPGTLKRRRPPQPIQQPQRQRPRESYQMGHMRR
# rCAG binder – r(CAG) repeat RNA binding; TO-PRO-1 dye displacement fluorescence; inhibition, % at 3 µM; actives 1.3% (n = 370,000); AID 651821;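 active = inhibition above the plate cutoff, the mean of all test compounds on that plate plus 3 SD, cut at about 35% in these data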;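 note: 0% = DMSO alone and 100% = 100 µM mitoxantrone as full dye displacement; higher means more dye released from RNA so lower well fluorescence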
# sPLA2-III inh – Inhibits HGIII-sPLA2 liposome hydrolysis, primary screen; QFRET BODIPY PC-A2 liposome hydrolysis, fluorescence; inhibition, % at 12.2 µM; actives 0.56% (n = 370,000); AID 743126;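 active = inhibition above mean plus 3 SD of compounds lying within the high and low control bounds, cut at about 19% in these data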;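 note: 0% = median of test compound wells and 100% = no enzyme DMSO wells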
# GAA850 FXN act – activators of GAA850 frataxin (FXN) promoter | AID 540364 | activation, % at 6 µM | HEK293 lucGAA850 FXN promoter luciferase reporter, 24 h; percent of 10 µM SAHA response | actives 0.56% (n = 360,000);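 active = activation above the average of all compounds screened plus 3 SD, cutoff fixed separately per campaign, cut at about 7.5% in these data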;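 note: 0% = DMSO wells and 100% = 10 µM SAHA wells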
# NPR2 activator – GC-B (human) receptor activation; HEK293-GC-B cells, CNP EC30, cGMP TR-FRET; 0% at EC30 CNP, 100% saturating CNP; activation, % at 10 µM; actives 0.11% (n = 370,000);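 active = activation at 10 µM reaching about 35% in either raw or pattern-adjusted values, limit read from the data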
# DDE Tn6 FP inh – DD(E)-Tn6 binding inhibition, primary FP screen; AID 720509; P02675; Fibrin DD(E) TRITC-Tn6 fluorescence polarization displacement; actives 0.21% (n = 370,000); inhibition, % at 8.3 µM;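 active = inhibition above a per-campaign cutoff: mean of compounds within control limits plus 3 SD, cut at about 15% in these data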;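 note: 0% = median of all compound wells on the plate and 100% = blocking peptide control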
# ASAP1 inh – ASAP1 ArfGAP inhibition; Q9ULH1; ASAP1-stimulated ARF1 GTP hydrolysis, GDP FP detection; inhibition, % at 16.5 µM; actives 0.19% (n = 360,000); AID 624377; in the data active = inhibition above about 25%;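 note: 0% = vehicle with enzyme and substrate and 100% = no enzyme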
# Target sequence (Q9ULH1 325-724 limits assumed): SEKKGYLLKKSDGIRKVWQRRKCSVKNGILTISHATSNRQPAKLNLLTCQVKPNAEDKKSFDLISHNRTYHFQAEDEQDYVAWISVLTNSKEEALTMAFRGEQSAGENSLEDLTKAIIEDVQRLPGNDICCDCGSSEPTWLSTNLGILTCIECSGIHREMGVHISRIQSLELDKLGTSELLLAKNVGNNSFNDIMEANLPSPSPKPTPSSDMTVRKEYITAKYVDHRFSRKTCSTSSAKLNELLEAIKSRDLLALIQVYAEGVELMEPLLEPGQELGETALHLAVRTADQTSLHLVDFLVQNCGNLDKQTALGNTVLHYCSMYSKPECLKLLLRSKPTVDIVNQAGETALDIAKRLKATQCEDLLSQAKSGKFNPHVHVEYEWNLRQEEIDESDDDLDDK
# GC-A act – GC-A (human) enzyme activation; activation, % at 10 µM; actives 0.14% (n = 370,000); HEK293 GC-A cells, cGMP TR-FRET, EC30 ANP; 0% at EC30 ANP, 100% saturating ANP; in the data active = activation above about 40%
# KLK7 zymogen act – proKLK7 (human) activation, primary screen; purified proKLK7, EDANS-DABCYL substrate fluorescence; 100% is mature enzyme control, 0% vehicle; activation, % at 7 µM; actives 0.9% (n = 370,000);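 active = activation above the mean of all tested compounds plus 3 SD, computed per campaign excluding outliers beyond control limits, cut at about 13% in these data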
# ARFGAP1 inhibitor – inhibits rat ARF GTPase activating protein 1. AID 651572. Arfgap1-stimulated ARF1 GTP hydrolysis, GDP FP detection. Q62848. actives 0.26% (n = 360,000). inhibition, % at 16.5 µM;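 active = inhibition above a per-plate limit, mean inhibition of low control wells plus 3 SD, cut at about 25% in these data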;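 note: 0% = DMSO wells with enzyme and 100% = wells lacking Arfgap1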
# Target sequence (Q62848 1-136 limits assumed): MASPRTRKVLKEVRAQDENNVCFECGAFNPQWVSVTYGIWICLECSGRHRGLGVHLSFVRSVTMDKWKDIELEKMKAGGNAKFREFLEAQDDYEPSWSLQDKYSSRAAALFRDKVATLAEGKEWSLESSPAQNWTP
#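 Material: truncated rat Arfgap1 GAP domain; Incubation: compound-enzyme preincubation 20 min, reaction 120 min, detection 60 min, 25 °C; Read-out: percent inhibition of Arfgap1-stimulated GTP hydrolysis; Technique: FP, GDP Alexa 633 tracer displaced from anti-GDP antibody, 620/688 nm; Controls: No-Arfgap1 wells (100%) versus DMSO full-reaction wells (0%); Replication: single well per compound.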
# * marks the source's active call; other numbers are inactive results; . = no result given.
SMILES,ADAM10 inh,rCAG binder,sPLA2-III inh,GAA850 FXN act,NPR2 activator,DDE Tn6 FP inh,ASAP1 inh,GC-A act,KLK7 zymogen act,ARFGAP1 inhibitor
O=C(CSc1nc(-c2ccc(F)cc2)cs1)N1CCOCC1,-1,-4,-6,8.1*,2,-1,-9,4,0.0,4
COc1ccc(/C=C/C(=O)OCC(=O)c2cc(C)ccc2C)cc1,6,2,-5,-1.0,5,-7,-7,0,-0.2,3
CC(=O)Nc1ccc(C(=O)NCC(=O)OCc2c(F)cccc2Cl)cc1,1,-4,6,1.2,-2,0,7,-2,-0.4,-1
O=C(Nc1ccccc1N1CCOCC1)c1ccccc1NS(=O)(=O)c1ccc(F)cc1,-9,22,-18,0.1,9,1,-4,-1,-1.0,13
CCN(CC)CCNc1c(C)cc(CO)c(Cl)c1C,-9,0,16,2.4,1,-7,13,0,0.5,-6
O=S(=O)(NCc1ccccc1F)c1cccc(S(=O)(=O)N2CCOCC2)c1,-34,-1,-4,1.1,6,-3,-3,3,-0.7,7
COC(=O)NCC(c1ccc2c(c1)OCO2)N1CCN(c2ccc(OC)cc2)CC1 (stereo not drawn),8,-5,7,-1.1,0,10,-6,2,0.0,2
Cc1cc(CNC(=O)COc2ccc(F)cc2F)c2ccccc2n1,-8,-4,5,2.6,-4,-3,22,0,-0.2,0
CSc1ncc(CN2CCN(C3CCN(C(C)C)CC3)C(CCO)C2)cn1 (stereo not drawn),-2,-2,6,0.0,4,0,0,2,0.2,-2
Cc1ccc(C(=O)N/C(=C\c2ccco2)C(=O)N2CCSCC2)cc1C,6,-3,6,1.3,1,-1,-1,-1,-0.3,5

# By substructure: the compounds so far containing a Cl atom (2)
SMILES,ADAM10 inh,rCAG binder,sPLA2-III inh,GAA850 FXN act,NPR2 activator,DDE Tn6 FP inh,ASAP1 inh,GC-A act,KLK7 zymogen act,ARFGAP1 inhibitor
CC(=O)Nc1ccc(C(=O)NCC(=O)OCc2c(F)cccc2Cl)cc1,1,-4,6,1.2,-2,0,7,-2,-0.4,-1
CCN(CC)CCNc1c(C)cc(CO)c(Cl)c1C,-9,0,16,2.4,1,-7,13,0,0.5,-6

# Next compounds:
SMILES,ADAM10 inh,rCAG binder,sPLA2-III inh,GAA850 FXN act,NPR2 activator,DDE Tn6 FP inh,ASAP1 inh,GC-A act,KLK7 zymogen act,ARFGAP1 inhibitor
COc1cc(CNn2nnnc2N)cc(Br)c1OCc1c(Cl)cccc1Cl,12,3,-29,-2.5,-10,-9,6,0,0.9,7
Cc1ccc(S(=O)(=O)CC(=O)N2CCOCC2)cc1,-7,-2,6,-1.1,-5,-2,0,2,-0.5,-1
CCC(C(=O)N1CCN(C(=O)c2ccco2)CC1)n1sc2ccccc2c1=O (stereo not drawn),-2,-3,10,-3.1,4,4,-2,0,-0.1,4
CC1(C(=O)Nc2cccnc2)Cc2c(-c3cccc(C(F)(F)F)c3)ccnc2O1 (stereo not drawn),-2,1,-12,0.2,5,-3,-10,1,-0.5,-16
CCCOc1ccc(C(C)=O)cc1Cc1c(O)nc(SC)[nH]c1=O,7,5,1,0.6,-1,-7,-9,2,0.1,4
c1ccc2c(OCCCCN3CCOCC3)cccc2c1,-3,-9,-4,2.3,-3,-2,-10,-2,0.3,4
CC(C)(C)OC(=O)N[C@@H](Cc1ccccc1)C(=O)N1CCC(C(=O)NCC(=O)O)CC1,0,0,16,1.1,2,-5,5,-1,-0.1,2
CCOc1ncccc1C(=O)OCC(=O)NCc1ccc2c(c1)OCO2,-1,-4,-5,1.1,2,-1,3,-4,-0.2,8
Cc1cc(=O)[nH]c2c(C)cc(S(=O)(=O)N3CCOCC3)cc12,-13,-6,6,-2.3,5,-6,-3,6,-0.3,-1
Cc1ccc(S(=O)(=O)N2CCCCC2)cc1NC(=O)COC(=O)C1CC2C=CC1C2 (stereo not drawn),-7,-5,-7,-1.2,4,2,9,3,0.4,-1
COc1ccc(/C=C/CN2CCC(C(=O)NC(c3ccc(F)cc3)c3ccc4ccccc4n3)CC2)cc1 (stereo not drawn),16,3,-25,-2.6,-1,-3,-11,-4,0.1,1
CN1C(=O)C(=O)/C(=C(/O)c2ccccc2)C1c1ccc([N+](=O)[O-])cc1 (stereo not drawn),9,0,-3,0.5,6,7,-6,0,-0.8,-10
Cn1c(SCc2n[nH]c(=S)o2)nnc1-c1ccccc1,-7,0,7,-1.8,2,-4,-8,3,-0.1,-1
COc1ccc(NC(=O)C2CCC(CNc3c(N4CCCCC4)c(=O)c3=O)CC2)c(OC)c1 (stereo not drawn),1,-3,7,2.6,2,-5,-2,-6,0.7,5
CCOc1ccc(CCNC(=O)Cc2ccc(NC(=O)C3=C(C)OCCS3)cc2)cc1,1,-3,-2,-0.8,4,-1,-21,-2,0.1,-12
CNc1ccccc1-c1nc2ccccc2n(C)c1=O,5,2,10,0.2,9,-4,12,-1,0.3,2
O=C(O)CSCC(=O)NCc1ccc(Cl)cc1,-4,1,0,1.9,1,6,2,-2,0.1,-4
O=C(/C=C/c1ccco1)NC(=S)Nc1ccccc1N1CCCC1,-12,8,0,2.2,-2,-3,16,1,1.2,9
COc1cccc(OC)c1Nc1nc(C)nc2c1nnn2Cc1ccccc1Cl,-11,0,12,0.1,-2,-9,6,-9,-0.2,2
Cc1cc(C)c2cc(CN(Cc3ccco3)C(=O)NCc3ccccc3)c(=O)[nH]c2c1,-107,4,-27,1.2,-3,-4,2,-14,-0.8,11
CC(=O)Nc1cccc(-c2ccnc3c2CC(C)(C(=O)Nc2cccc(C(F)(F)F)c2)O3)c1 (stereo not drawn),21*,-1,-48,-4.9,-8,-6,6,-8,0.1,0
CC(O)(CS(=O)(=O)Cc1ccccc1)c1ccccc1Cl (stereo not drawn),3,-2,-2,0.3,-1,2,7,-3,0.3,0
CCOc1ccc(C(=O)NCC(=O)OCc2csc(-c3ccccc3)n2)cc1,-1,-5,-1,4.0,-7,-3,13,-4,0.3,10
O=S(=O)(NCc1cn(Cc2ccccc2)nn1)c1ccccc1Br,-1,7,6,.,1,-2,.,0,-0.2,.
COc1ccc(C(CC(=O)N2CCCC2)c2c(O)cc(OC)cc2OC)cc1 (stereo not drawn),-3,3,3,0.6,-2,-1,8,-2,-0.6,-10
CCCCCC(=O)NC(NC(=S)NC1CCS(=O)(=O)C1)C(Cl)(Cl)Cl (stereo not drawn),4,3,-7,-2.6,6,-4,10,2,0.6,7
Cc1ccc(CCN2CC(C(=O)NCCCN3CCN(C)CC3)CC2=O)cc1 (stereo not drawn),-12,-1,2,0.3,2,-8,5,7,0.3,5
COc1ccccc1NS(=O)(=O)c1cccc(NC(=O)CCNC(=O)c2ccccc2OC)c1,-2,5,-23,-3.8,-2,-2,-11,-4,-0.4,6
Cc1ccc(C(=O)NNC(=O)CCCN2C(=O)/C(=C/c3ccccc3Cl)SC2=S)cc1,-11,5,2,-16,0,4,-10,2,0.6,-14
COc1ccccc1NC(=O)COc1ccc(/C=N/NC(=O)CSCc2cc(C)cc(C)c2)cc1,-1,5,0,1.9,10,0,15,0,-0.5,2
CC1=C(C(=O)N(C)C)CC(CC(=O)NCC2CCCCC2)C(=O)N1CCC1=CCCCC1 (stereo not drawn),2,-3,0,-0.3,3,-2,-10,1,0.4,0
CN(C)CCNC(=O)c1ccc(Sc2ccc(Br)cc2)c([N+](=O)[O-])c1,0,14,-8,0.4,-7,-6,-3,0,0.0,-12
CCN(CC(=O)Nc1ccc(NC(C)=O)cc1)C(=O)c1ccc(N(C)S(=O)(=O)c2ccc(C)cc2)cc1,-7,4,-6,-1.6,-1,1,2,-3,0.2,13
O=C(c1ccc(CS(=O)(=O)c2ccccc2)o1)N1CCN(c2ncccn2)CC1,-14,4,5,3.6,0,0,-14,-2,0.1,3
C[C@H](CO)N1C[C@H](C)[C@@H](CN(C)C(=O)Nc2ccc3c(c2)OCO3)Oc2c(NC(=O)C3CC3)cccc2C1=O,3,3,0,0.7,3,-3,11,3,0.8,7
O=C(NC(=S)NCCc1ccccc1)c1cccc(Cl)c1,-1,-4,-11,1.1,2,-5,8,2,0.3,-7
COC(=O)c1ccc(OC(=O)c2nn(C)cc2Cl)c(OC)c1,-2,-4,-2,0.5,-2,-1,3,0,0.5,-2
COc1ccc(S(=O)(=O)Cc2ccc(C(=O)NC3CCCCCC3)o2)cc1,6,-2,-1,0.3,2,-1,-3,2,-0.1,-2
CC1(C(=O)NS(=O)(=O)c2cccc(OC(F)F)c2)CCN1C(=O)CC(c1ccccc1)c1ccccc1 (stereo not drawn),-3,52*,-20,2.7,-1,-2,-7,-2,0.1,4
Cc1c(N2C(=O)C(=O)/C(=C(/O)c3ccc(Br)cc3)C2c2cccnc2)c(=O)n(-c2ccccc2)n1C (stereo not drawn),1,0,-3,0.5,3,-1,-9,10,-0.1,3
Cc1cc(NC(=O)CCC(=O)N(c2ccc(F)cc2)C(C(=O)NC2CCCC2)c2cccnc2)no1 (stereo not drawn),-3,-9,2,1.0,0,-5,1,4,-0.3,0
COc1ccc(-c2cc(C(=O)Nc3ccc(OC)c(OC)c3)[nH]n2)c(C)c1,-6,3,-3,1.0,-6,-3,-9,-2,-0.1,13
C=C1CCN([C@@H](CC(C)C)C(=O)NN2CCOCC2)S(=O)(=O)c2ccccc21,-4,-8,1,2.0,-5,-1,-2,4,0.5,0
O=C(O)c1cccc(CN2C(=O)S/C(=C/c3cccc([N+](=O)[O-])c3)C2=O)c1,5,7,-6,3.9,0,2,-1,5,-0.3,0
Nc1c(C(=O)NCc2ccc3c(c2)OCO3)nnn1CC(=O)Nc1ccc(Br)cc1,1,7,1,-5.3,2,9,-6,2,-0.3,1
Cc1oc2nc(SCCCC(=O)NCCO)nc(N)c2c1C,-4,1,0,-2.0,0,0,-5,-2,-0.1,-6
O=c1[nH]nc(-c2ccc(F)cc2)cc1-c1ccccc1,-17,2,-4,0.9,-2,0,4,30,0.1,-3
OC(COc1ccc(OCc2ccccc2)cc1)CN1CCOCC1 (stereo not drawn),10,-3,-11,2.1,3,-4,-3,2,-0.3,-6
COc1ccc(N2C(=O)[C@@H]3[C@H](C2=O)[C@H]2C=CC=NN2[C@@H]3C(=O)Nc2ccc(Cl)cc2)cc1,-4,17,-6,-1.1,5,1,-10,0,-0.8,0
CCCOc1c(Br)cc(C(=O)OCc2cc(=O)n3ccsc3n2)cc1OC,-8,2,6,-0.6,4,-3,-4,2,0.4,-16
O=C1C2CCCCN2C(=O)N1CCCCN1CCN(c2ccc(F)cc2)CC1 (stereo not drawn),-6,-7,10,0.4,1,-3,-6,9,0.3,12
COCCCNC(=S)NNC(=O)c1cc(C2CC2)nc2ccccc12,-13,3,8,1.6,-2,-2,1,1,0.4,2
N#CCCCc1cc2ccccc2cn1,-11,1,5,0.4,5,3,-11,-2,0.2,-7
